Tb PGK inh: T. brucei PGK inhibition; P07378; PGK/GAPDH coupled, Kinase-Glo luminescence, 60 min; Potency, µM (titrated, usually from 57.5 µM), for the others: top-dose activity change, negative = inhibition, hits mostly inhibitors; hit rate 0.043% among 380,000; note: % is set by controls: 0 for no effect and ±100 for the full control effect; nearly all actives have a fitted effect of over 60% in size
Target sequence (P07378 whole entry, looked up): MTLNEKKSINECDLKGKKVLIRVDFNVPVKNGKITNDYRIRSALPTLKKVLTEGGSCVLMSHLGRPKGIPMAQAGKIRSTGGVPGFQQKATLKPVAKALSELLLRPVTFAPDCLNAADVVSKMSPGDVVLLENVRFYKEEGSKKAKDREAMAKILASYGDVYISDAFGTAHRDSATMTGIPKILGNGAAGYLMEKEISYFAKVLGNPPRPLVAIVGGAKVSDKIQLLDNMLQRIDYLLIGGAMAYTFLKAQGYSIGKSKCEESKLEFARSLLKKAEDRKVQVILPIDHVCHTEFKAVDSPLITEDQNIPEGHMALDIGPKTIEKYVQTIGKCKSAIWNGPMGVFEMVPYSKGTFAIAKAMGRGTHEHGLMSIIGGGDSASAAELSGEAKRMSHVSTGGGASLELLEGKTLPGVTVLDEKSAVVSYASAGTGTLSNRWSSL
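Luminescent ATP detection (Kinase-Glo Plus) follows a 60-minute room-temperature incubation, with wells lacking PGK as controls. Buffer: 100 mM TEA (pH 7.6), 5 mM MgCl2, 0.01% Tween-20. Coupling enzyme GAPDH (100 nM final) supplies unstable 1,3-BPG in-well.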
rTrxR1 inhibitor: blocks rat thioredoxin reductase 1. O89049. recombinant rTrxR1, NADPH fluorescence consumption, selenite substrate. Potency, µM (top dose mostly 114 µM), without a hit: at the highest dose activity change, negative = inhibition, actives largely listed as inhibitors. hit rate 1% among 390,000; note: % is set by controls: 0 for no effect and ±100 for the full control effect; nearly all actives have a fitted effect of over 65% in size
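Rat TrxR1 (90 nM in the dispensed reagent) was pre-reduced with 400 uM NADPH for 5 min at room temperature, then incubated with compound for 15 min. After 400 uM selenite was added, NADPH fluorescence (Ex 340/Em 450 nm) was followed for 8 min.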
HP1b binding inh: inhibitors of HP1-beta chromodomain binding to methylated histone tails | AlphaScreen HP1-beta / biotin-H3K9me3 peptide binding | hit rate 0.56% among 390,000 | P83916 | Potency, µM (doses to about 114 µM), for inactives: top-dose activity change, negative = inhibition, hits mostly inhibitors; note: nearly all actives have a fitted effect of over 70% in size; inactives centre near 23
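AlphaScreen: HP1-beta (50 nM) preformed 30 min with biotin-H3(1-18)K9me3 peptide (50 nM) in PBS pH 7.4, 0.01% Tween-20. Compound added for 30 min at RT, then streptavidin donor/nickel chelate acceptor beads (10 ug/mL) for 30 min.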
Pin1 inh: blocks the human prolyl isomerase Pin1 | Q13526 | Pin1 FP peptide displacement, HiFluor488, 10 min | Potency, µM (highest dose often 115 µM), inactives show at the highest dose activity, negative = inhibition, actives largely listed as inhibitors | hit rate 0.009% among 390,000; active = well fitted inhibition curve with a large enough effect in the polarisation, with a control signal flat, not every such curve was filed as active; inconclusive = small, poorly fitted or top-dose-only effect, or effect the other way, or a change in a side signal; inactive = no such curve, though single readings can be large or run the other way; the % refers to the polarisation; note: % is set by controls: 0 for no effect and ±100 for the full control effect
Target sequence (Q13526 whole entry, looked up): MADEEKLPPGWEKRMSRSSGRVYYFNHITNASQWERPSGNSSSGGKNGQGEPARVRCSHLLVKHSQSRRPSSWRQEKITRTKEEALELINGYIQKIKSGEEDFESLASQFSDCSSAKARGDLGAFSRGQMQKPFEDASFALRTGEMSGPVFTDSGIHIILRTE
RGS4 inh: blocks human RGS4-accelerated GTP hydrolysis. P49798. hit rate 0.039% among 390,000. Potency, µM (highest dose often 114 µM), inactives show at the top dose activity change, negative = inhibition, actives largely listed as inhibitors. Transcreener GDP fluorescence polarization, RGS4-accelerated GTP hydrolysis. AID 504845; note: % is set by controls: 0 for no effect and ±100 for the full control effect; nearly all actives have a fitted effect of over 75% in size; some results filed as inactive show a strong effect at the top dose
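MLSMR compounds (23 nl, pin-transferred) preincubated 10 min at room temperature with a 500nM (2x) first reagent, then RGS4 at 900nM (2x) plus Transcreener GDP mix added; fluorescence polarization (620/688 nm) read before and after 90 min at 30 °C.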
JMJD2A Tudor inh: blocks the human JMJD2A Tudor domain; Potency, µM (doses to about 114 µM), for inactives: at the top dose activity change, negative = inhibition, hits mostly inhibitors; AID 504339; hit rate 4.4% among 390,000; AlphaScreen JMJD2A-Tudor / H3K4me3 peptide binding; note: % is set by controls: 0 for no effect and ±100 for the full control effect; nearly all actives have a fitted effect of over 50% in size
ERG-DNA inh: blocks human ERG Ets domain binding to DNA | Potency, µM (highest dose often 76.9 µM), for the others: top-dose FP activity, negative = inhibition, most hits filed as inhibitors | hit rate 0.028% among 370,000 | P11308 | fluorescence polarization, His-ERG Ets domain / labelled DNA; active = well fitted inhibition curve with a large enough effect in the polarisation, with a control signal flat; inconclusive = small, poorly fitted or top-dose-only effect, or effect the other way, or a change in a side signal; inactive = no such curve, though single readings can be large or run the other way; the % refers to the polarisation;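 note: polarization taken with two DNA probes labelled with fluorescein and Texas red; % of control where 0% means no effect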
Target sequence (P11308 whole entry, looked up, the tested form may be a part): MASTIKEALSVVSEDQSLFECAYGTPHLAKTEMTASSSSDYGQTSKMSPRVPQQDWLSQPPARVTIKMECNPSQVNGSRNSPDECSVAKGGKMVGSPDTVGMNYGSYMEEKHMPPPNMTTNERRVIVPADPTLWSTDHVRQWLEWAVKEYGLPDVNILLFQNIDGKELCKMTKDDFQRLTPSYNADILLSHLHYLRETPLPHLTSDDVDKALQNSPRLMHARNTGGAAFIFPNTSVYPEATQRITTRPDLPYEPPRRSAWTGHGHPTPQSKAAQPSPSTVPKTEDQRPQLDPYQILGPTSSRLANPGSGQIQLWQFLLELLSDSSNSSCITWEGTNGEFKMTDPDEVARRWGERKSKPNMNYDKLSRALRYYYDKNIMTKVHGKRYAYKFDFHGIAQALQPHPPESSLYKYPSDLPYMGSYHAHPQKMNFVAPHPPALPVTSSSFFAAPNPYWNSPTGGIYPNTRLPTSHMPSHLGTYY
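His-tagged ERG Ets domain (1 uM in the protein solution; 300mM KCl, 50mM Tris-HCl, 1mM EDTA, 1mM DTT, pH 7.5) received compound, then a probe mix of 5 nM fluorescein-DNA and 100nM Texas-615-DNA. Fluorescence polarization was read for both dyes.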
GLS inhibitor: inhibitors of human glutaminase (GLS) | O94925 | GLS enzymatic activity, qHTS titration | Potency, µM (top dose mostly 45.5 µM), for inactives: at the highest dose activity change, negative = inhibition, hits mostly inhibitors | hit rate 0.21% among 410,000; note: % is set by controls: 0 for no effect and ±100 for the full control effect
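Enzyme dispensed in phosphate buffer (45 mM, pH 8.2, 0.02% Tween-20), compounds pinned in, then 1 mM L-glutamine solution and the glutamate oxidase–HRP–Amplex Red mix added; fluorescence read immediately and again after 30 min at room temperature.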
ALOX12 inh: ALOX12 (human) lipoxygenase inhibition; P18054; AID 1671190; Potency, µM (doses to about 108 µM), without a hit: top-dose activity change, negative = inhibition, hits mostly inhibitors; purified 12hLO, xylenol orange hydroperoxide absorbance; hit rate 1.1% among 580,000; note: % is set by controls: 0 for no effect and ±100 for the full control effect
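Purified human 12hLO (150 nM final) in 25 mM Hepes, 0.01% Triton X-100, pH 7.0 was preincubated 15 min at room temperature with compound. Then 40 uM arachidonic acid was added, 30 min. Hydroperoxide was read by Fe-XO absorbance ratio 573/405 nm.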
Active calls of the source: *; i = inactive; ? = inconclusive; . = no result given; [ ] = another dose, or the depositor's remark. Unless noted, calls come from the whole dose curve; as a rule, active = well fitted curve in the direction sought with a large enough effect; inconclusive = small, poorly fitted or top-dose-only effect, or another doubt; inactive = no such curve, though single readings can be large; an effect the other way counts as inactive or inconclusive. Potency is the fitted concentration of half-maximal effect. These rows are one share of the data. The share of hits here may be higher or lower than overall.

entry	Structure	Tb PGK inh	rTrxR1 inhibitor	HP1b binding inh	Pin1 inh	RGS4 inh	JMJD2A Tudor inh	ERG-DNA inh	GLS inhibitor	ALOX12 inh
1	O=C(NCCc1nnc2ccc(NCc3ccc(Cl)cc3)nn12)c1ccccc1	-7%	19%	36%	2%	-21%	1%	-10%	1%	-6%
2	CCN(CC)CCN1C(=O)C(=O)/C(=C(/O)c2ccc3c(c2)CC(C)O3)C1c1ccc(OC)cc1 (configuration not stated)	1%	45µM*	9%	1%	21%	?	10%	15%	?
3	CCOC(=O)Cc1c(C)nc2cc(-c3ccc(C(C)(C)C)cc3)nn2c1C	i	52%[activator]	79%[activator]	?	-13%	40%[activator]	5%	-7%	-2%
4	O=S(=O)(Nc1ccc(Br)cc1F)c1ccc2nc(-c3ccccc3)[nH]c2c1	-6%	9%	11%	40%[activator]	10%	-20%	0%	0%	?
5	Cc1cc(Nc2ccc(F)cc2F)n2ncnc2n1	-2%	21%[57.1 µM]	41%[activator]	-6%	3%	-4%	-5%	-10%	?
6	O=C(NC1(N2CCOCC2)CC1)c1ccc(Cl)cc1	-9%	18%	39%[activator]	-5%	-34%	-13%	-4%	0%	-27%
7	CCNc1c([N+](=O)[O-])c(=O)oc2ccccc12	-1%	7%	50%[activator]	4%	16%	-5%	11%	0%	-8%
8	C=CCOn1c(=O)c(-c2ccc(OCC)cc2)[n+]([O-])c2ccccc21	-4%	3%[57.1 µM]	31%	1%	2%	6%	12%	-10%	-1%
9	Cc1ccc(Cn2nnc3c(=O)n(CC(=O)N4CCCCC4)cnc32)cc1	i	11%	9%	-1%	40%	-6%	-1%	-3%	-13%
10	C/C(CC(=O)Nc1ccc(N(C)C)cc1)=N\NC(=O)c1cnccn1	-9%	?	-7%	-7%	22%	79µM*	-10%	20%	7%
11	Cc1ccc(C)n1-c1c(C(=O)NCC(C)c2ccccc2)sc2ncccc12 (configuration not stated)	-11%	23%[57.1 µM]	20%[57 µM]	?	-12%	-22%	1%	-2%	-11%
12	COC(=O)c1cc2oc(C)cc2n1Cc1ccc(Cl)cc1	1%	10%[57.1 µM]	43%[activator]	-14%	14%	-6%	-9%	4%	?
13	Cc1cc(C)c(NC(=O)CNC(=O)CSc2nnc(N)s2)c(C)c1	-3%	3%[57.1 µM]	0%	-4%	13%	-17%	0%	-4%	7%
14	COc1ccc(N2CCN(c3oc(-c4ccco4)nc3C#N)CC2)cc1	0%	12%	?	2%	?	32µM*	-5%	28%	-19%
15	CC1(C)CC(=O)c2cc(C(=O)NC3CCSC3=O)c(=O)n(-c3ccccc3)c2C1 (configuration not stated)	-9%	-9%	30%	-5%	24%	-8%	-13%	3%	0%
16	O=C(NC(=S)Nc1ccccc1N1CCCC1)c1ccc([N+](=O)[O-])cc1	i	-14%	22µM*	2%	?	25µM*	2%	15%	?
17	CCC(Sc1nnc2c3ccccc3n(C)c2n1)C(=O)Nc1nnc(C(C)C)s1 (configuration not stated)	i	3%	24%	1%	4%	-3%	-5%	-11%	-17%
18	Cc1ccc(C(=O)NCCN2CCOCC2)cc1	-6%	6%	5%	0%	23%	-6%	.	-2%	8%[57.4 µM]
19	Cn1ccnc1C(=O)c1ccc(Cl)c(S(=O)(=O)N2CCOCC2)c1	-4%	14%	6%	-7%	5%	-3%	5%	0%	15%
20	CCOCCCn1c(SCC(=O)OCC)nc2c(sc3ccccc32)c1=O	-7%	9%[57.1 µM]	91%[activator]	-1%	2%	9%	6%	5%	-16%
21	Cc1cccc(NC(=O)CC2SC(=O)N(c3ccccc3)C2=O)c1 (configuration not stated)	i	-20%	-9%	-2%	-39%	-35%	16%	43%[activator]	?
22	NS(=O)(=O)c1ccc(S(=O)(=O)N(CCc2ccccc2)Cc2ccccn2)cc1	1%	4%	14%	0%	-3%	-20%	-3%	-15%	0%
23	CN(C)c1ccnc(Oc2ccc(C(C)(C)C)cc2)c1C#N	.	9%	62%[activator]	-4%	-4%	12%	.	1%	1%
24	Cc1ncc([N+](=O)[O-])n1S(=O)(=O)c1cc(Br)ccc1Br	4%	5%	46%[activator]	-2%	23%	-7%	0%	0%	-16%
25	CCCOc1ccc(Cn2c(=O)oc3ccc(C)cc32)cc1OC	i	1%[57.1 µM]	37%	3%	1%[11.4 µM]	13%[57.1 µM]	-2%	-6%	0%

entry	Structure	Tb PGK inh	rTrxR1 inhibitor	HP1b binding inh	Pin1 inh	RGS4 inh	JMJD2A Tudor inh	ERG-DNA inh	GLS inhibitor	ALOX12 inh
26	Cc1ccc(NC(=O)c2cc(=O)c3ccccc3o2)c(C)c1	i	13%[57.1 µM]	15%	5%	24%	-6%	-9%	10%	3%
27	COc1ccc(C(=O)Nc2cccc(S(C)(=O)=O)c2)cc1	.	11%	32%	-3%	-5%	-16%	-6%	-2%	0%
28	Cc1cc(C)cc(OCC(=O)OCC(=O)NCCC2=CCCCC2)c1	0%	-18%[57.1 µM]	27%	-1%	-10%	-20%	-6%	1%	-24%
29	CCOc1cccc2cc(C(=O)NCc3cccnc3)c(=O)oc12	-3%	23%	19%	-1%	16%	-13%	-3%	-4%	-14%
30	COc1cc2c(cc1NC(=O)c1ccco1)CCCC2	.	10%	31%[activator]	-12%	9%	0%	.	3%	1%
31	Cc1cc(C)n(-c2ncc(C#N)cn2)n1	-6%	15%[57.1 µM]	43%[activator]	-7%	0%	-8%	-6%	1%	?
32	CCCc1nc(NCC2CCCO2)c2nnn(Cc3ccccc3)c2n1 (configuration not stated)	i	3%	35%	-1%	-8%	-8%	-2%	6%	-10%
33	COc1cc2cc(C(c3nnnn3C(C)(C)C)N3CCc4ccccc4C3)c(=O)[nH]c2cc1OC (configuration not stated)	.	6%	?	1%	-17%	?	.	6%	?
34	COc1ccc(CCCc2nnc(SCC(=O)Nc3ncc(C)s3)o2)cc1	-7%	0%[57.1 µM]	20%	4%	12%	-9%	-1%	3%	12%
35	CCOC(=O)CSc1nnc(-c2ccc3ncccc3c2)n1C	-8%	5%	47%[activator]	4%	-8%	5%	17%	1%	22%
36	Cc1ccc(Cl)cc1NS(=O)(=O)c1ccc(-n2cccn2)cc1	-12%	32%[57.1 µM]	7%	-1%	-41%[56.9 µM]	-20%	4%	-6%	-2%
37	O=C(CN1C(=O)CSc2ccc(C(F)(F)F)cc21)Nc1ccccc1	-4%	8%[57.1 µM]	32%	-7%	14%	-7%	10%	16%	4%
38	CCOC(=O)N1C2CCC(C2)N1C(=O)OCC	-6%	28%	3%	2%	-36%	-10%	.	10%	-8%
39	COc1ccc(S(=O)(=O)N(C)CC(=O)Nc2ccc(C)cc2)cc1OC	-3%	25%	28%	-3%	23%	-19%	1%	0%	16%
40	CCOC(=O)c1[nH]c(C)c(/C=N/O)c1C	6%	-13%[57.1 µM]	-1%	1%	31%	-9%	-8%	28%	?
41	CCN(C[C@H]1N[C@@](CC)(C(=O)OC)[C@H]2C(=O)N(C)C(=O)[C@@H]12)C(=O)Nc1ccccc1	-9%	24%	48%[activator]	-18%	0%	-15%	-11%	-6%	-28%
42	COc1cccc(/C=N/NC(=O)c2c(-c3ccccc3)noc2C)c1OC	i	9%	23%	-4%	-1%	-9%	-9%	1%	?
43	CCCCn1c(N)c(N(CC(C)C)C(=O)c2oc3ccc(Br)cc3c2C)c(=O)[nH]c1=O	i	0%	-10%	9%	-10%	-23%	2%	-3%	?
44	CC1=CC(C)(C)Nc2ccc(OC(=O)CN3C(=O)c4cccc5cccc(c45)C3=O)cc21	6%	8.9µM*	-21%	?	-13%	?	2%	-1%	-21%
45	COc1ccc(NC(=O)Cn2c(=O)n(CCc3ccccc3)c(=O)c3sc4ccccc4c32)cc1	-5%	2%	10%	-2%	6%	1%	-3%	-5%	-9%
46	COc1ccccc1CNC(=O)c1cnn2c(C)c(Cc3ccc(F)cc3)c(C)nc12	2%	20%[57.1 µM]	24%	15%	2%	-26%	1%	?	-20%
47	O=S(=O)(Nc1cccc(-c2ccc(N3CCCCC3)nn2)c1)c1ccc(Cl)s1	1%	18%[57.1 µM]	21%[57 µM]	?	-19%	-20%	0%	20%	?
48	COc1cccc(NC(=O)CSc2nnc(Cn3nnc4ccccc43)n2C)c1	-2%	11%	17%	2%	1%	-7%	0%	0%	51%[activator]
49	CCCn1c(=N)n(CC(=O)OCC)c2ccccc21	4%	11%	21%	-8%	-24%	-5%	9%	11%	4%
50	COCCNC(=O)c1ccccc1NC(=O)c1cc(OC)cc(OC)c1	i	1%	16%[57 µM]	4%	24%	-8%	0%	2%	13%
51	Cc1ccc2[nH]cc(CCNC(=O)c3ccc([N+](=O)[O-])cc3)c2c1	i	20%	-13%	-3%	-21%[11.4 µM]	?	-2%	18%	-27%
52	O=C(CNC(=O)C1COc2ccccc2O1)N/N=C\c1ccccc1Cl (configuration not stated)	-2%	15%	8%[57 µM]	13%	12%	-21%	1%	-2%	30%

Just rTrxR1 inhibitor and ERG-DNA inh (two entries from above):
#	SMILES	rTrxR1 inhibitor	ERG-DNA inh
20	CCOCCCn1c(SCC(=O)OCC)nc2c(sc3ccccc32)c1=O	9%[57.1 µM]	6%
21	Cc1cccc(NC(=O)CC2SC(=O)N(c3ccccc3)C2=O)c1 (configuration not stated)	-20%	16%
